Assay outcomes (PubChem BioAssay)
NOD1 inhibition: NOD1 signaling inhibitors, primary screen, cell-based, luminescence, uHTS (AID 1578) | one-dose inhibition, % at 4 µM; EC50 in µM for titrated hits | NOD1-driven NF-kB luciferase reporter cells, luminescence; higher % means a stronger effect | 1% of 290,000 active; in the data active = inhibition mostly above about 36%, no sharp cut-off; inactive = mostly below about 34%;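 note: HEK-293T reporter cells stimulated with the NOD1 agonist gamma-tri-DAP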
HEK293 NOD2/NF-kB: NOD2 signaling inhibitors, cell-based, luminescence, uHTS, HEK293 (AID 1566) | HEK293 NOD2/NF-kB luciferase reporter, luminescence; higher % means a stronger effect | inhibition, % at 4 µM; hits with a dose series show EC50 in µM | 0.63% of 290,000 active; in the data active = inhibition above about 50%; note: many of its hits are not listed in these tables
* marks the source's active call; other numbers are inactive results. An excerpt; the hit share may differ from the screen's.

NOD1 inhibition | HEK293 NOD2/NF-kB | Structure
49%* | 12% | Cc1ccc2occ(/C=N/NC(=O)c3ccccc3C)c(=O)c2c1
16% | -30% | Oc1ccccc1C1CCCCC1c1ccccc1 (centres undefined)
8% | 11% | CCC(CC)C(=O)c1c[nH]c(C(=O)NC2CCCCCC2)c1
-8% | -20% | Cc1nn(CC(=O)N2CCN(c3ccccc3)CC2)c(C)c1[N+](=O)[O-]
-9% | -2% | COc1ccccc1-n1c(CNC(=O)c2ccco2)n[nH]c1=S
-2% | 16% | N#Cc1ccc(C(CC(=O)O)N2Cc3ccccc3C2=O)cc1 (centres undefined)
-52% | -37% | Cc1nn(-c2ccccc2)c(Cl)c1/C=N/NC(=O)c1ccnn1C
-23% | 0% | Cc1ccccc1C(=O)Nc1c(C(=O)N(CCN(C)C)Cc2ccco2)oc2ccccc12
-19% | -15% | O=C(NCC1CCCCC1)c1cccnc1Cl
16% | -10% | CCCCn1c(N)c(N(CCOC)C(=O)CN(C)S(=O)(=O)c2ccc(Cl)cc2)c(=O)[nH]c1=O
-32% | 0% | COc1ccccc1OC(=O)c1cc2ccccc2oc1=O
2% | -127% | C/C(=N\Nc1ccc(C(=O)O)cc1)c1ccc(Cl)s1
-7% | 26% | CC(=O)c1ccc(NC(=O)CC2S/C(=N/N=C3CCCCCC3)NC2=O)cc1 (centres undefined)
-5% | -4% | CCOc1ccccc1NC(=O)NC1(C(=O)NCC2CCCO2)CCCCC1 (centres undefined)
18% | -14% | Cc1ccc(CCNC(=O)c2cc(-c3ccncc3)nc3ccc(S(=O)(=O)N4CCOCC4)cc23)cc1
-30% | 8% | CCCn1c(N)c(C(=O)COC(=O)CCS(=O)(=O)c2ccc(C)cc2)c(=O)[nH]c1=O
-24% | 5% | CCCc1cc(=O)oc2cc(C)cc(OCC(=O)N3CCC(C(=O)O)CC3)c12
-9% | 3% | O=C(CNC(=O)c1cccnc1)N/N=C/c1cc(Br)c(O)c(Br)c1
-20% | 13% | Cc1cc(C)c(S(=O)(=O)NCc2ccccn2)c(C)c1
-10% | -1% | Cc1cc(C)cc(NC(=O)CN2CCC(NC(=O)c3cccc(F)c3)CC2)c1
-8% | 17% | CCS(=O)(=O)c1nc(S(=O)(=O)c2ccc(C)cc2)c(N2CCC3(CC2)OCCO3)s1
-8% | -2% | COc1ccc(-c2oc3ccc(-c4ccc(OC)nc4)cc3c2C#CC2(O)CCCCC2)cc1
-10% | 1% | Cc1nn(C)c(NC(=O)c2ccccc2Cl)c1Cl
4% | 8% | CCS(=O)(=O)c1nc(S(=O)(=O)c2ccc(C)cc2)c(N2CCN(CCO)CC2)s1
1% | 10% | COc1cccc(C(=O)Nc2nnc(S(=O)(=O)N(C)c3ccccc3)s2)c1
20% | 21% | C[C@@H](CSc1ccccc1)CN1CC[C@H](NC(=O)OCc2ccccc2)CCC1=O
-19% | 8% | Cc1cc(C(=O)Nn2cnnc2)ccc1[N+](=O)[O-]
-43% | -2% | COC(=O)Cn1c(=NC(=O)c2ccc(S(=O)(=O)N3CCOCC3)cc2)sc2cc(S(N)(=O)=O)ccc21
11% | 25% | C=CCN1C(=O)[C@@H]2Cc3c([nH]c4ccccc34)C(c3ccc(O)cc3)N2C1=S (some centres undefined)
8% | 18% | COc1ccc(S(=O)(=O)CCC(=O)N2CCN(c3ccc([N+](=O)[O-])cc3)CC2)cc1

Some of the entries above, set out differently.
Compound | NOD1 inhibition | HEK293 NOD2/NF-kB
Cc1ccc2occ(/C=N/NC(=O)c3ccccc3C)c(=O)c2c1 | 49%* | 12%
Oc1ccccc1C1CCCCC1c1ccccc1 (centres undefined) | 16% | -30%
CCC(CC)C(=O)c1c[nH]c(C(=O)NC2CCCCCC2)c1 | 8% | 11%
Cc1nn(CC(=O)N2CCN(c3ccccc3)CC2)c(C)c1[N+](=O)[O-] | -8% | -20%
COc1ccccc1-n1c(CNC(=O)c2ccco2)n[nH]c1=S | -9% | -2%
N#Cc1ccc(C(CC(=O)O)N2Cc3ccccc3C2=O)cc1 (centres undefined) | -2% | 16%
Cc1nn(-c2ccccc2)c(Cl)c1/C=N/NC(=O)c1ccnn1C | -52% | -37%
Cc1ccccc1C(=O)Nc1c(C(=O)N(CCN(C)C)Cc2ccco2)oc2ccccc12 | -23% | 0%
O=C(NCC1CCCCC1)c1cccnc1Cl | -19% | -15%
CCCCn1c(N)c(N(CCOC)C(=O)CN(C)S(=O)(=O)c2ccc(Cl)cc2)c(=O)[nH]c1=O | 16% | -10%
COc1ccccc1OC(=O)c1cc2ccccc2oc1=O | -32% | 0%
C/C(=N\Nc1ccc(C(=O)O)cc1)c1ccc(Cl)s1 | 2% | -127%
CC(=O)c1ccc(NC(=O)CC2S/C(=N/N=C3CCCCCC3)NC2=O)cc1 (centres undefined) | -7% | 26%
CCOc1ccccc1NC(=O)NC1(C(=O)NCC2CCCO2)CCCCC1 (centres undefined) | -5% | -4%

Arranged by SMILES length (lowest first): some entries from above.
NOD1 inhibition | HEK293 NOD2/NF-kB | Structure
16% | -30% | Oc1ccccc1C1CCCCC1c1ccccc1 (centres undefined)
-24% | 5% | CCCc1cc(=O)oc2cc(C)cc(OCC(=O)N3CCC(C(=O)O)CC3)c12
-8% | 17% | CCS(=O)(=O)c1nc(S(=O)(=O)c2ccc(C)cc2)c(N2CCC3(CC2)OCCO3)s1

Later entries.
NOD1 inhibition | HEK293 NOD2/NF-kB | Structure
-26% | 8% | CCOC(=O)c1c(C)[nH]c(C)c1S(=O)(=O)N(C)CC(=O)Nc1cccc(F)c1
0% | 16% | CC(C)CN1CCC(=O)N([C@H](CN=[N+]=[N-])Cc2ccccc2)CC1
-23% | 5% | COc1ccccc1OCC(=O)Nc1c2c(nn1-c1ccccc1)CS(=O)(=O)C2
-26% | -29% | CCOCCCN(C)C1CCN(C(=O)c2oc3ccccc3c2NC(=O)COc2cccc(C)c2)CC1
-49% | -13% | O=C(Nc1ccc(F)cc1)c1ccc2snnc2c1
44% | 10% | CC(C)(Cc1ccc(O)cc1)NC(=O)c1ccccc1
-10% | -21% | CCOCCCN(C)C1CCN(C(=O)c2oc3ccccc3c2NC(=O)Cc2cccc([N+](=O)[O-])c2)CC1
54% | 16% | Cc1ccc(N(C)C(=O)c2cc(S(=O)(=O)N3CCCC3)cn2C)cc1
0% | 11% | CC12CCCC[C@@H]1CCC1C2CCC2(C)C1CC[C@@]2(O)CNCCO (some centres undefined)
-22% | 7% | COc1ccc(Nc2nc(NN)nc(Nc3ccc(OC)cc3)n2)cc1
-23% | 12% | O=S(=O)(/N=C(/Nc1ccccn1)c1ccccc1)c1ccc(F)cc1
-24% | -1% | O=C(COC(=O)c1ccc([N+](=O)[O-])cc1)Nc1cccnc1Cl
-34% | -12% | CC(c1nccs1)N(C)C(=O)c1ccc(OC2CCN(CCc3ccccc3)CC2)cc1 (centres undefined)
-8% | 4% | CCN(CC)CCNS(=O)(=O)c1ccc2c3c(cccc13)C(=O)N2
-11% | -8% | CC(C)[C@H]1COCCS(=O)(=O)N1Cc1cccc(Cl)c1
-9% | 11% | CCCCn1nc(NS(=O)(=O)c2cccc3nonc23)c2cc3cccc(C)c3nc21
1% | 2% | COc1ccccc1CNC(=O)c1[nH]c(C)c(C(C)=O)c1C
2% | 15% | Cc1ccc(-c2ccc(=O)n(CCC(=O)N3CCN(c4cccc(C)c4)C(C)C3)n2)cc1 (centres undefined)
-72% | -71% | Cc1nnc(NCCc2ccccc2)c2ccccc12
-6% | 4% | Cc1ccc2oc(C(=O)N(Cc3ccc(N(C)C)cc3)CC3CCCO3)c(C)c2c1 (centres undefined)
-14% | 8% | CCCCc1nnc(SC(C)C(=O)Nc2nccs2)n1C (centres undefined)
-60% | 0% | CCCCOc1ccc(C(=O)Nc2ccc(OCC(=O)N3CCOCC3)cc2)cc1
1% | 24% | Cc1cc(O)c(S(=O)(=O)c2ccccc2)c(C)c1NS(=O)(=O)c1ccccc1
-12% | -1% | Cc1ccc(CCNC(=O)C2CCN(S(=O)(=O)c3ccc4c(c3)oc(=O)n4C)CC2)cc1
-39% | -32% | CCCCc1nc2cc(C(=O)N3CCCCC3CC(=O)OCC)ccc2o1 (centres undefined)
-38% | -32% | CCCc1cc(C(=O)Nc2cc(C)ccc2O)no1
-6% | 2% | CC(C)(C)c1ccc(OCC(O)CN2CCCC2)cc1 (centres undefined)
-11% | -4% | Cc1ccc(/C=N\NC(=O)Cc2noc3ccccc23)cc1
-10% | 0% | CC1CCN(CCCNC(=O)C2CCC(CNS(=O)(=O)c3cccc4nsnc34)CC2)CC1 (centres undefined)
-21% | -17% | O=S(=O)(c1ccccc1Br)N1CCN(c2ncccn2)CC1
-13% | 1% | O=C(NC1CCC(O)CC1)c1ccccc1OCc1ccc(F)cc1 (centres undefined)
-35% | 2% | COc1ccc(OCC(=O)NS(=O)(=O)c2ccc(Cl)cc2)cc1
14% | -7% | O=C(CCCc1nc(-c2ccccc2)no1)NC1CCCCC1
-5% | 20% | CN(C)S(=O)(=O)N1CCC(Oc2ccc(C(=O)NCCc3cscn3)cc2)CC1
-20% | 6% | O=C(NNC(=O)c1ccc2ccccc2c1O)NC1CCCCC1
-10% | -2% | CCC(C)N(C(=O)COC(=O)c1cc([N+](=O)[O-])ccc1N)C1CCS(=O)(=O)C1 (centres undefined)
-25% | 8% | CCC(C(=O)OC)n1cnc2scc(-c3ccc(C)c(C)c3)c2c1=O (centres undefined)
-8% | 14% | COc1ccccc1OC(C)C(=O)Nc1ccccc1C(=O)NCC1CCCO1 (centres undefined)
14% | -25% | CCN(CC)P(=O)(c1ccccc1)c1c(C)nc2ccccn12 (centres undefined)
-10% | -9% | COc1cc(C(c2c(O)cc(C)[nH]c2=O)c2c(O)cc(C)[nH]c2=O)ccc1O
-33% | 8% | N#Cc1c(SCC(=O)Nc2ccc(Cl)cc2Cl)sc2c(O)cc(=O)[nH]c12
-40% | -8% | COc1cccc2cc(C(=O)Nc3cc(C)cc(C)c3)/c(=N/NS(=O)(=O)c3ccccc3)oc12
-25% | 13% | CCOC(=O)c1ccc(NC(=O)Cn2nc(C)c3ccccc3c2=O)cc1
14% | 9% | Cc1ccc(NC(=O)c2cccc(NC3=NC4CS(=O)(=O)CC4S3)c2)cc1C (centres undefined)
15% | 13% | O=CNCCc1nc2ccccc2n1CCc1ccccc1
-6% | 11% | Cc1cccc([C@@H]2[C@@H]3C(=O)N(Cc4ccccc4)C(=O)[C@@H]3[C@]3(C)C(=O)N(c4ccc(Br)cc4)C(=O)N23)c1
-57% | -36% | CC(C)c1ccc(NC(=O)c2ccc3snnc3c2)cc1
-17% | -5% | COc1ccc(/C=C(/NC(=O)c2ccc(C)cc2)C(=O)N2CCCC2)cc1OC
-32% | 1% | CC(NC(=O)c1ccc(CS(C)(=O)=O)cc1)C1CC2CCC1C2 (centres undefined)
10% | -12% | CCn1c(C)c(C)c2cc(C(=O)NC3CCCCCC3)ccc21
-19% | -13% | O=C(CN(C(=O)C1CSC(=O)C1)c1ccc(F)cc1)NCc1ccc2c(c1)OCO2 (centres undefined)
-19% | -9% | CC(C)(C)c1ccccc1NC(=S)NC1CCCC1
0% | 35% | Cn1c(=O)c2c(SCC(=O)Nc3ccccc3F)nc(C3CC3)nc2n(C)c1=O
2% | 8% | CCN1C(=O)[C@H]2[C@@H](c3ccc(C)cc3)N3C(=O)N(c4ccc(C)cc4)C(=O)[C@@]3(Cc3ccccc3)[C@H]2C1=O
-16% | 2% | COc1cccc2cc(C(=O)NCCc3ccccc3)c(=O)oc12
-15% | 9% | Cc1c(Cl)cccc1NC(=S)NNS(=O)(=O)c1ccc([N+](=O)[O-])cc1
15% | 13% | C[C@H](NC(=O)[C@H](Cc1ccccc1)n1c(=O)[nH]c2ccccc2c1=O)C(=O)N1CCC[C@H]1C(=O)O
-10% | 30% | O=C(NC1CCN(Cc2ccccc2)CC1)C1CCN(S(=O)(=O)c2ccc(Cl)cc2)CC1
-18% | -3% | CNc1nc2ccccc2n1CC(=O)c1ccccc1
-21% | 3% | COc1ccc(NC(=O)CCNS(=O)(=O)c2ccc(Cl)c([N+](=O)[O-])c2)cc1S(N)(=O)=O

(more compounds)
NOD1 inhibition | HEK293 NOD2/NF-kB | Structure
-38% | -4% | O=C(CN1C(=O)S/C(=C\c2ccccc2F)C1=O)NC1CCS(=O)(=O)C1 (centres undefined)
-11% | 20% | O=C1CCC(C(=O)N2CCSCC2)CN1Cc1ccc(Cl)cc1 (centres undefined)
-11% | 4% | Cc1ccc(C(=O)Nc2cccc(NC(=O)c3cccs3)c2)c(C)c1
-17% | 4% | CCOc1ccc2c(c1)c1nnc(SCC(=O)NC3CC3)nc1n2C
-18% | 10% | CCOc1ccccc1N1CCN(CC(O)COCc2cccs2)CC1 (centres undefined)
-21% | 3% | COc1ccc(NC(=O)NC2CCCc3ccccc32)cc1OC (centres undefined)
-23% | 15% | CCOC(=O)c1ccccc1NC(=O)COC(=O)CSC(C)C(=O)Nc1cc(C)on1 (centres undefined)
-2% | 35% | O=C(Nc1nccs1)c1ncc(Cl)c(Cl)c1Cl
-22% | 6% | O=C(NCCN1CCOCC1)C1CCCN(S(=O)(=O)c2ccc(F)cc2)C1 (centres undefined)
-34% | -5% | CC(C)C1Oc2ccccc2N(CC(=O)N2CCOCC2)C1=O (centres undefined)
-24% | 22% | COc1ccc(CSC2=NCCN2)cc1Br
-9% | 2% | COc1cc(NC(=O)c2cc(-c3ccccc3Cl)on2)cc(OC)c1OC
-34% | 9% | Cc1nc(NC(=O)CSc2nnc(C3CC3)n2C)sc1C(=O)N(C)C
-11% | 7% | O=C(O)CCn1nc(-c2ccc(F)cc2)cc(Cc2ccccc2)c1=O
-27% | 12% | O=C(COc1ccc(S(=O)(=O)N2CCCC2)cc1)NCc1cccnc1
-56% | 22% | COc1ccc(CNc2ncc(-c3ccccc3)n2C)c2ccccc12
-25% | 4% | C=CCn1c(CNC(=O)c2ccccc2F)nnc1SCC(=O)N1CCOCC1
-19% | 4% | CCNC(=S)NNC(=O)Cn1c(=O)c2c(ncn2CCOC)n(Cc2ccccc2)c1=O
